Screens deposited in PubChem by National Center for Advancing Translational Sciences (NCATS).
N370S GC – inhibits or activates N370S mutant glucocerebrosidase | P04062 | N370S GC spleen homogenate, 4MU-glucoside fluorescence | Potency, µM (series often up to 59.4 µM), without a hit: at the top dose activity change, negative = inhibition, most hits filed as inhibitors | 330,000 compounds, 0.092% hits;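 also: 0% = full enzyme activity and -100% = no enzyme basal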
DT40 TDP1 no CPT – qHTS for Inhibitors of human tyrosyl-DNA phosphodiesterase 1 (TDP1): qHTS in cells in absence of CPT | DT40 Tdp1-/- hTDP1 cells, no CPT, ATP luminescence, 48 h | Potency, µM (titrated, usually from 46.2 µM), inactives show top-dose activity change, negative = growth inhibition, actives largely listed as inhibitors | 420,000 compounds, 15% hits; also: nearly all actives have a fitted effect of over 55% in size
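Luminescent ATP content (CellTiter-Glo) served as the growth readout. Knockout chicken DT40 cells expressing human TDP1 were exposed to compounds without camptothecin for a minimum 48 hr at 37 °C.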
TDP1 inh – blocks human tyrosyl-DNA phosphodiesterase 1; Q9NUW8; 350,000 compounds, 0.28% hits; Potency, µM (series often up to 130 µM), for the others: at the highest dose activity change, negative = inhibition, usual class: inhibitors; AID 485290; recombinant TDP1, AlphaScreen DNA substrate cleavage; also: nearly all actives have a fitted effect of over 40% in size
Target sequence (Q9NUW8 whole entry, looked up): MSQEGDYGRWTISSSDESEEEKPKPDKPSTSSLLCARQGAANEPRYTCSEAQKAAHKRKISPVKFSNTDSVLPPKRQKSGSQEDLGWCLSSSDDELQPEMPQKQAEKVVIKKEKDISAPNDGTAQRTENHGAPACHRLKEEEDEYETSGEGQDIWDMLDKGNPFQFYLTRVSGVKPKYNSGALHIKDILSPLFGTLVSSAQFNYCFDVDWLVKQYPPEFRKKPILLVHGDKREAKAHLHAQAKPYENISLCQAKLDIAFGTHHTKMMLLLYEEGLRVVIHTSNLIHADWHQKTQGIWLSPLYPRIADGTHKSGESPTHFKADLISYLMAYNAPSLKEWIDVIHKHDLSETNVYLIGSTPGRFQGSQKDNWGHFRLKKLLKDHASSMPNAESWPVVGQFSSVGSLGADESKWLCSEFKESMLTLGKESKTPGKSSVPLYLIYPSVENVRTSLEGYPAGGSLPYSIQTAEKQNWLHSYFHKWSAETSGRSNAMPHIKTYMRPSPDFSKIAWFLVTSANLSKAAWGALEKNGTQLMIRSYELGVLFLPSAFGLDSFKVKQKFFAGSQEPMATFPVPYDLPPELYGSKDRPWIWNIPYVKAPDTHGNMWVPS
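AlphaScreen read-out: signal falls as enzyme removes the 3' tyrosine-FITC from a 5'-biotinylated DNA oligo (15 nM, 5 min, RT). Enzyme was E. coli-made recombinant Tdp1 at 1 nM, exposed to compound for 15 min beforehand; beads 10 ug/ml, 10 min.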
The depositor's hits bear a star; u = inconclusive; x = not tested or not shown; & = joins results of further samples; [ ] = dose if it differs, or a comment. Calls follow the shape of the dose curve; as a rule, active = well fitted curve in the direction sought with a large enough effect; inconclusive = small, poorly fitted or top-dose-only effect, or another doubt; inactive = no such curve, though single readings can be large; an effect the other way counts as inactive or inconclusive. Unless noted, % is scaled to controls: 0 for no effect and ±100 for the full control effect; potency is read from the fitted curve at half-maximal effect. This is a subset. The share of hits here may be higher or lower than overall.

SMILES	N370S GC	DT40 TDP1 no CPT	TDP1 inh
COc1cc(C(=O)Nc2nnc(C3=COCCO3)o2)cc(OC)c1OC	-1%	4%	3%
COc1ccc(-c2nc3ncccc3o2)cc1NC(=O)c1cccs1	19%	15µM*	12%
COc1ccc(OC)c(NC(=O)c2cnc(N3CCCCC3)c3ccccc23)c1	x	8.2µM*	7%
COc1cccc(CNC(=O)c2ccc3c(c2)N(Cc2ccc(F)cc2Cl)C(=O)c2ccccc2S3)c1	x	u	5%
Cc1ccc2c(CC(=O)OCC(=O)N(CC(C)C)c3c(N)n(Cc4ccccc4)c(=O)[nH]c3=O)coc2c1	0%	u	0%
COCC(=O)Nc1ccccc1NC(C)=O	8%	-22%	5%
C(=N\n1cnnc1)/c1ccc(N2CCOCC2)cc1	4%	0%	-2%
O=C1CC(C(=O)Nc2ccccc2)N=C(N2CCCCC2)N1 (stereo not drawn)	-9%	-30%	1%
Cn1c(CSCc2ccccc2)nnc1SCC(=O)Nc1nccs1	4%	-3%	2%
COc1ccc(C2=C(C)C(=O)N(Cc3ccc(C(=O)Nc4cccc(F)c4)cc3)S2(=O)=O)cc1	x	23µM*	7%
COc1ccc(CN2CCSCC2)cc1C	-4%	-15%	-5%
Cc1ccc2nc(-c3ccccn3)oc2c1	-13%	u	3%
CCN(CC)c1ccc2nc3ccccc3[n+](CC)c2c1	-30%	1.8µM*	12%
NC(=O)CC(NC(=O)Cc1ccc(Br)cc1)c1ccc(NC2CCN(Cc3ccccc3)CC2)c([N+](=O)[O-])c1 (stereo not drawn)	-14%	-12%	x
CCOC(=O)C(C(=O)NCc1cccc(OC)c1)c1ncc(C(F)(F)F)cc1Cl (stereo not drawn)	-2%	u	5%
CC(C)c1ccc(C(C(=O)NC(C)(C)C)N(C(=O)CNC(=O)c2ccco2)c2cccnc2)cc1 (stereo not drawn)	15%	-1%	3%
COc1cc(OC)c2c(O)c3c(c(-c4c5c(c(O)c6c(OC)cc(OC)cc46)CO[C@@H](C)[C@H]5O)c2c1)[C@H](O)[C@H](C)OC3	-27%	u	4%
COc1cc(Br)c(C(C)NC(=O)c2ccc(C)cc2)cc1OC (stereo not drawn)	0%	u	0%
Cc1ccc(CCNC(=O)CCn2nc(-c3ccccc3)ccc2=O)cc1	x	-46%	5%
O=S(=O)(NCc1ccccc1Cl)c1cccs1	7%	-3%	2%
O=C(N/N=C/c1c(O)n(-c2ccccc2Cl)c(=O)c2ccccc12)c1cccnc1	-14%	-26%	1%
COc1ccc(N(C(=O)c2snc(C(N)=O)c2N)C(C(=O)NC2CCCCC2)c2ccc(C)o2)cc1 (stereo not drawn)	u	16µM*	x
COc1ccc(Cl)cc1NC(=O)CSc1nccn1-c1ccc(Cl)cc1	x	-29%	7%
C1CCCN(c2nc3nonc3nc2N2CCCCCC2)CC1	4%	u	-1%
CCOc1ccccc1NC(=O)NCc1noc2ccc(C)cc12	x	u	5%
CCN(CC)C(=S)Nc1ccc(OC)cc1	-6%	u	1%
CCOC(=O)c1[nH]c2ccc(OC)cc2c1C	14%	-13%	4%
O=C(/C=C/c1ccccc1)N(Cc1ccc(Cl)cc1)C1CCS(=O)(=O)C1 (stereo not drawn)	7%	u	1%
CC(=O)NCCn1c(SCC(=O)Nc2ccc(C)cc2)nc2ccccc2c1=O	6%	0%&-1%	1%&0%
O=C(Nc1nnc(-c2cc(Cl)ccc2Cl)o1)c1ccc2c(c1)OCCO2	x	16µM*	5%
CCOc1ccccc1NC(=O)Cn1c(-c2ccc(Cl)cc2)noc1=O	-6%	-11%	x
CCOc1cc(C(=O)N(C)CC(=O)Nc2cccc(F)c2)ccc1OCC(=O)N1CCCCC1	-4%	u	-9%
O=C(CNC(=O)c1ccccc1)OCc1cc(=O)n2nc(C3CCCCC3)sc2n1	x	-21%	5%
COc1ccc(C)cc1NC(=O)c1nn(-c2ccccc2)cc1OC	-1%	21µM*	1%
C/C(=N\O)C(=O)NCCCNCCCN(C)C	1%	-10%	2%
CC1CCN(C(=O)CN(Cc2ccc(F)cc2)S(C)(=O)=O)CC1	-4%	-17%	0%
Cc1ccc(C)c(NC(=O)CN(C)C(=O)[C@@H](NC(=O)c2ccc(C(C)(C)C)cc2)C(C)C)c1	2%	18µM*	-1%
Cc1ccc2c(c1)c1nnc(SCC(=O)Nc3ccc(N(C)C)cc3)nc1n2CC(=O)O	14%	5%	10%
Cc1ccc(NC(=O)NC(=O)CSc2nnc(-c3ccc(Cl)cc3Cl)n2N)c(C)c1	13%	-15%	1%
CCc1cc(C(=O)N(Cc2ccccc2)c2c(N)n(CCOC)c(=O)[nH]c2=O)sc1C	-18%	-21%	-3%
CC(C)CCOc1ccc(C(=O)O)cc1	-1%	13%	4%
O=C(NCC(F)(F)F)c1nn(Cc2ccccc2)c(=O)c2ccccc12	10%	-28%	-1%
CN(Cc1ccccc1)S(=O)(=O)c1ccccc1Br	x	-10%	-6%[56.1 µM]
CCOC(=O)c1c(C)c[nH]c1C	-8%	u	-3%
COC(=O)C1CCCN1C(=O)C1CCCN1C(=O)CNC(=O)OCc1ccccc1 (stereo not drawn)	-12%	u	1%
FC(F)(F)c1ccccc1Cl	-3%	x	5%
O=C(CSc1nnnn1-c1ccc2c(c1)OCO2)NCc1ccccc1	11%	15µM*	1%
COC(=O)CN(c1c(C)cccc1C)S(C)(=O)=O	-1%	14%	-1%
CCC(=O)N1c2ccccc2C(N(C(=O)CC)c2ccccc2)CC1C (stereo not drawn)	-1%	9.2µM*	x
CCOc1cccc2cc(C(=O)NC(C)c3ccccc3)c(=N)oc12 (stereo not drawn)	0%	26µM*	1%

7 compounds drawn at random from those above, as already listed:
SMILES	N370S GC	DT40 TDP1 no CPT	TDP1 inh
CCN(CC)c1ccc2nc3ccccc3[n+](CC)c2c1	-30%	1.8µM*	12%
COc1ccc(C2=C(C)C(=O)N(Cc3ccc(C(=O)Nc4cccc(F)c4)cc3)S2(=O)=O)cc1	x	23µM*	7%
CCOc1cc(C(=O)N(C)CC(=O)Nc2cccc(F)c2)ccc1OCC(=O)N1CCCCC1	-4%	u	-9%
Cc1ccc2c(CC(=O)OCC(=O)N(CC(C)C)c3c(N)n(Cc4ccccc4)c(=O)[nH]c3=O)coc2c1	0%	u	0%
CN(Cc1ccccc1)S(=O)(=O)c1ccccc1Br	x	-10%	-6%[56.1 µM]
C1CCCN(c2nc3nonc3nc2N2CCCCCC2)CC1	4%	u	-1%
CCOc1ccccc1NC(=O)NCc1noc2ccc(C)cc12	x	u	5%

Other structures:
SMILES	N370S GC	DT40 TDP1 no CPT	TDP1 inh
CC(C)CCNC(=O)Nc1ccc2c(c1)N(C)C(=O)CS2	2%	u	6%
COc1ccccc1N1CCN(CC(O)c2ccc3cc[nH]c3c2)CC1 (stereo not drawn)	-2%	u	3%
O=C(Nc1ccc(Oc2ccc(C(=O)O)c(C(=O)O)c2)cc1)c1cccs1	-3%	-2%	x
COc1c(/C=C2\SC(=Nc3ccccc3Cl)NC2=O)cccc1[N+](=O)[O-]	-8%	-23%	9%
CNc1nc(SCC(=O)Nc2ccccc2)nc(N2CCOCC2)n1	1%	-27%	-4%
Cc1cc(F)ccc1S(=O)(=O)N1CCCOC1CNC(=O)C(=O)NCc1ccco1 (stereo not drawn)	-17%	-18%	5%
O=C(CSc1nc(-c2ccccc2)c(-c2ccccc2)[nH]1)Nc1ccc2c(c1)OCO2	0%	13µM*	0%
Cc1ccc(NC(=O)CCNS(=O)(=O)c2cc(Br)cnc2N)c(Cl)c1	-7%	x	3%
Cc1ccc(Cn2c(=O)n(C)c(=O)c3sccc32)cc1	-1%	u	x
CCC(=O)Nc1ccc(NC(=O)CSc2nnnn2-c2cccnc2)cc1C	9%	-10%	2%

Entries of single compounds from above. Order of screens: N370S GC, DT40 TDP1 no CPT, TDP1 inh
CNc1nc(SCC(=O)Nc2ccccc2)nc(N2CCOCC2)n1 across the screens: 1%, -27%, -4%
Cc1ccc(NC(=O)CCNS(=O)(=O)c2cc(Br)cnc2N)c(Cl)c1 across the screens: -7%, x, 3%

(list continues)
SMILES	N370S GC	DT40 TDP1 no CPT	TDP1 inh
O=C(O)C1(O)C[C@H](O)C(O)[C@@H](O)C1 (stereo partly drawn)	1%&-9%	16%&-13%	11%[56.1 µM]
Cc1cc(C)c2nc(NC(=O)c3ccc(OCC4CCCO4)cc3)sc2c1 (stereo not drawn)	-3%	21µM*	3%
COc1ccc(C(=O)Nc2cc(OC)cc(OC)c2)cc1	-14%	u	6%
Cc1nn(CC(=O)NN)c(C)c1Br	-1%	12%	6%
O=C(Cn1c(=O)oc2cc(S(=O)(=O)N3CCCCCC3)ccc21)Nc1cccc(C(F)(F)F)c1	x	9.2µM*	-2%
Cc1ccc(OCC(=O)Nc2sc3c(c2C#N)CC(C)(C)NC3(C)C)cc1	-4%	u	1%
COc1ccc(CCNS(=O)(=O)c2ccc(OC)cc2)cc1	2%	-20%	4%
CCCCC(=O)Nc1nc(C)c(-c2csc(Nc3ccccc3OC)n2)s1	-4%	u	4%
Cc1ccc(C2=NN(CC(=O)NC(C)c3ccccc3)C(=O)CC2)cc1 (stereo not drawn)	x	-4%	3%
Cc1cccc(NC(=O)CSc2nc3c(oc4ccccc43)c(=O)n2-c2ccccc2)c1C	x	21µM*	3%
O=C(O)C1C2C=CC(C2)C1C(=O)NC(c1ccccc1)c1ccccc1 (stereo not drawn)	5%	-12%	2%
Cc1ccc(NC(=O)Nc2ccc3c(c2)N(C)C(=O)CS3)cc1C	-1%	u	-6%
CS(=O)(=O)N1CCCC(C(=O)NCc2ccc(F)cc2Cl)C1 (stereo not drawn)	6%	-5%	7%
C[C@@H]1CC=C[C@@H]2[C@H]1C(=O)N(Cc1ccccc1)[C@H]2c1cccc(C#Cc2ccccc2)c1	9%	10µM*	-3%[56.1 µM]
Cc1ccccc1NC(=S)Nc1ccccc1	-1%	-18%	x
Cc1cc(NC(=O)C(C)(C)Oc2ccc(Cl)cc2)cc(-c2nc3ncccc3o2)c1O	x	3%	3%
Cc1ccc(S(=O)(=O)N2CCOCC2)cc1C(=O)N1CCN(Cc2ccccc2)CC1	-2%	-9%	-4%
C=CCc1c(OC)ccc2c1c(S(=O)(=O)c1ccc(C)cc1)cn2COC	u	u	x
CC(CN1CCCC1)OC(=O)c1ccc(F)cc1 (stereo not drawn)	-8%	-11%	5%
O=C(CN1CCN(S(=O)(=O)c2ccc(Br)cc2)CC1)N/N=C/c1ccco1	-1%	-3%	8%
Cc1ccc(C(=O)Nc2nnc(NC(=S)Nc3ccccc3)s2)cc1	-9%	21µM*	x
COc1cc(Cl)c(S(=O)(=O)NCCCN2CCOCC2)cc1Cl	-8%	-23%	3%
CCNC(=O)Cn1c(-c2cccs2)cc2ccccc21	x	u	-5%
CCCCOc1ccc(/C=c2\sc3ncnn3c2=O)cc1	-19%	-3%	2%
O=C1CC(c2ccccc2)Sc2nc3ccccc3n21 (stereo not drawn)	0%	-12%	3%
O=C(Oc1ccc(-c2cnc3ccccc3n2)cc1)c1ccc(Cl)c([N+](=O)[O-])c1	1%	u	3%
Cc1cccc(C(=O)NNC(=O)CSc2nnc(C3CC3)n2C)c1	0%	17%	x
O=C1c2cccc([N+](=O)[O-])c2C(=O)N1C1CCCCC1	-2%	-2%	5%
CCOC(=O)c1c(C)[nH]c(C(=O)OCC(=O)N2c3ccccc3CC2C)c1C (stereo not drawn)	2%	18µM*	7%
O=C(NCCc1nc2ccccc2n1Cc1ccccc1)c1ccco1	x	u	7%
Cc1nnc(NCCN2CCOCC2)[nH]c1=O	4%	-6%	0%
COc1ccc(/C=C(/C#N)C(=O)Nc2cccc(C)c2C)cc1C(=O)O	2%	2%	1%
CCc1cccc(NS(=O)(=O)c2ccc(-n3cccn3)cc2)c1	-8%	21µM*	6%&0%
COc1cc(S(=O)(=O)n2ccc(C)n2)ccc1Cl	1%	u	x
c1cncc(CNc2ncn[nH]2)c1	0%	0%	x
COc1ccc(-c2[nH]ncc2/C=N\NC(=O)c2ccc(C(C)(C)C)cc2)cc1OC	-13%	26µM*	6%
Cn1ncc(Cl)c1C(=O)NC1C2CC3CC(C2)CC1C3 (stereo not drawn)	0%	-1%	2%
Cc1cc2n(n1)C(c1ccsc1)Nc1ccccc1-2 (stereo not drawn)	13%	-13%	-5%
CC(C)C(=O)Nc1ccc2c(c1)nc(CCN1CCN(c3ccccc3)CC1)n2C	-22%	-18%	0%
Cc1cccc(C(=O)Nc2sc(C(=O)N3CCCC3)c(C)c2C#N)c1	-2%	u	6%
CC(=O)Nc1ccc(NC(=O)c2oc3cc(C)c(C)cc3c2C)cc1	15%	-16%	-4%
COc1ccccc1-c1c(C(F)(F)F)oc2cc(OC(=O)c3ccc([N+](=O)[O-])cc3)ccc2c1=O	-4%	u	8%
CCCCCCc1ccc(N2C[C@H](Cc3ccccc3)[C@@H](CC(=O)Nc3ccccc3)C2=O)cc1	-3%	u	x
CCN(CC)C(=O)CSc1nc2ncccc2[nH]1	7%	-14%	1%
Cc1c(NC(=O)c2cnn3cccnc23)c(=O)n(-c2ccccc2)n1C	-1%	-25%	2%
